KLK7 zymogen act: activates the human kallikrein-7 zymogen. actives 0.9% (n = 370,000). activation, % at 7 µM. purified proKLK7, EDANS-DABCYL substrate fluorescence; 100% is mature enzyme control, 0% vehicle. P49862. AID 652039;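 active = activation above the mean of all tested compounds plus 3 SD, computed per campaign excluding outliers beyond control limits, cut at about 13% in these data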
DDE Tn6 FP inh: disrupts Tn6 cyclic peptide binding to fibrin D-Dimer-E complex; Fibrin DD(E) TRITC-Tn6 fluorescence polarization displacement; P02675; actives 0.21% (n = 370,000); inhibition, % at 8.3 µM;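 active = inhibition above a per-campaign cutoff: mean of compounds within control limits plus 3 SD, cut at about 15% in these data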;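 note: 0% = median of all compound wells on the plate and 100% = blocking peptide control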
Target sequence (P02675 whole entry, looked up): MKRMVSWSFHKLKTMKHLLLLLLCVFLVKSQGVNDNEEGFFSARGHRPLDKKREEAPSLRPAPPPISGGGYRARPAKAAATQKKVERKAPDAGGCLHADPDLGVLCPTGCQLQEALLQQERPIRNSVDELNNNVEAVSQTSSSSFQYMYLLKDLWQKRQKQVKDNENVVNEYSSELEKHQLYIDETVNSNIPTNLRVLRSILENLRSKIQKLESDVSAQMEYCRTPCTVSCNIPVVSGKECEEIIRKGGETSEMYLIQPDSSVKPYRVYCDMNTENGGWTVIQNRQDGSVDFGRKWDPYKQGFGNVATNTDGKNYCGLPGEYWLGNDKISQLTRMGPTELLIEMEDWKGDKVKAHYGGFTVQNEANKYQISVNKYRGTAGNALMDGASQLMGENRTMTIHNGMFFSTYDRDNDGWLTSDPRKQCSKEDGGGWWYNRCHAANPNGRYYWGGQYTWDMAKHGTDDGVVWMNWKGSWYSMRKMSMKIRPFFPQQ
PLC-gamma1 inh: blocks human PLC-gamma1 enzyme activity | purified PLC-gamma1, fluorogenic substrate, fluorescence | actives 0.84% (n = 370,000) | inhibition, % at 12.2 µM; in the data active = inhibition above about 9.5%
DDE Tn7 FP inh: inhibitors of Tn7 peptide binding to human fibrin DD(E); P02675; FP displacement of FITC-Tn7 peptide from fibrin DD(E); 0% = median of compound wells per plate; inhibition, % at 8.3 µM; actives 0.13% (n = 370,000);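 active = inhibition above the mean of compounds falling within the control limits plus 3 SD of them, cut at about 14% in these data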;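 note: 0% = plate median of compound wells and 100% = 10 µM Aha-Tn7 peptide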
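Assay system: human fibrin DD(E) protein / Input: 2 µM fibrin DD(E) / Benchmarks: high control of 10 µM Aha-Tn7 peptide / Measured by: fluorescence polarization of the labelled Tn7 tracer / Medium: Tris buffer with calcium and detergent, pH 7.8 / Timing: 10 min compound pre-incubation, 3 h probe incubation at room temperature / Repeats: one replicate per compound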
UHRF1 binding: human UHRF1 methylated DNA binding inhibitors; Q96T88; UHRF1 binding to methylated oligo, TR-FRET; inhibition, % at 4.4 µM; actives 0.75% (n = 370,000); in the data active = inhibition above about 21%;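 note: UHRF1 SRA domain binding a hemimethylated CpG hairpin DNA probe; 0% = median of test compound wells and 100% = reference inhibitor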
PLC-beta3 inh: blocks human PLC-beta3 enzyme activity. inhibition, % at 12.2 µM. AID 720704. Purified PLC-beta3, fluorogenic substrate, fluorescence. actives 0.18% (n = 370,000); in the data active = inhibition above about 11%;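 note: 0% = median of compound wells on plate and 100% = full blocker control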
ADAM17 inh: inhibitors of human ADAM17; P78536; recombinant ADAM17, EDANS/DABCYL FRET peptide cleavage; inhibition, % at 6.95 µM; actives 0.83% (n = 370,000); AID 720648;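 active = inhibition above the mean of compounds lying between control limits plus 3 SD, set per campaign, cut at about 8.5% in these data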;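 note: 0% = DMSO-only wells as the low control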
ARFGAP1 inh: inhibits rat ARF GTPase activating protein 1. Q62848. Arfgap1-stimulated ARF1 GTP hydrolysis, GDP FP detection. inhibition, % at 16.5 µM. actives 0.26% (n = 360,000). AID 651572;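 active = inhibition above a per-plate limit, mean inhibition of low control wells plus 3 SD, cut at about 25% in these data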;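 note: 0% = DMSO wells with enzyme and 100% = wells lacking Arfgap1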
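Replicates: Single well per compound | Assay system: Truncated rat Arfgap1 GAP domain | Control set: No-Arfgap1 wells (100%) versus DMSO full-reaction wells (0%) | Times: Enzyme reaction 120 min at 25 °C after 20 min preincubation | Reagent: Human ARF1(Δ1-17)-GTP substrate | Measured by: Tracer-displacement fluorescence polarization with EDTA stop, 620/688 nm | Measure: Percent inhibition of Arfgap1-stimulated GTP hydrolysis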
MBD2 DNA inh: inhibitors of human MBD2 binding to methylated oligonucleotide; TR-FRET; Q9UBB5; actives 0.31% (n = 370,000); inhibition, % at 4.4 µM; in the data active = inhibition above about 13%
Target sequence (Q9UBB5 whole entry, looked up): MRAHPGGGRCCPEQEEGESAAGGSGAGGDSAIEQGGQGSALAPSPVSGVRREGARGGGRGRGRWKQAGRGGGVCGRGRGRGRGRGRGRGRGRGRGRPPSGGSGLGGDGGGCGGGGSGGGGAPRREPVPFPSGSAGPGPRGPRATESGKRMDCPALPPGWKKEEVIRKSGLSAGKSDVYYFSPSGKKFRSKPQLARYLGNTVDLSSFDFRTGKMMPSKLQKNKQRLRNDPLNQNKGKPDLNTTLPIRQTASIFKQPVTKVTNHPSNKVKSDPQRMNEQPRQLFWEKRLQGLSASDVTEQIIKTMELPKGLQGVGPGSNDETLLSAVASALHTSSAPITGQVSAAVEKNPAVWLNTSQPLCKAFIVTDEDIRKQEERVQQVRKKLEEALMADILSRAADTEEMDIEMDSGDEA
ASAP1 inh: ASAP1 ArfGAP inhibition; Q9ULH1; ASAP1-stimulated ARF1 GTP hydrolysis, GDP FP detection; inhibition, % at 16.5 µM; actives 0.19% (n = 360,000); in the data active = inhibition above about 25%;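 note: 0% = vehicle with enzyme and substrate and 100% = no enzyme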
Active calls of the source: *; i = inactive. The order is random; any-hit rate near 4.1%.

KLK7 zymogen act	DDE Tn6 FP inh	PLC-gamma1 inh	DDE Tn7 FP inh	UHRF1 binding	PLC-beta3 inh	ADAM17 inh	ARFGAP1 inh	MBD2 DNA inh	ASAP1 inh	compound
0.5	2	-1	-3	0	0	2	10	-5	-11	CC1CCCC(NC(=O)CCNS(=O)(=O)c2ccc(Br)cc2)C1C (configuration not stated)
0.7	8	-87	5	-2	-108	-4	5	4	-7	Cc1cc(C)n2c(Nc3ccc4c(c3)OCCO4)c(-c3ccccc3)nc2n1
-0.1	-1	1	-1	-3	-2	0	-1	-5	-3	CCCn1nc(C(=O)NNC(=O)CCOc2ccccc2OCC)c2ccccc2c1=O
0.1	4	-12	0	1	-19	-3	-5	-2	1	CC(=O)N1CCN(S(=O)(=O)c2cccc(C(=O)Nc3ccccc3N3CCCC3)c2)CC1
-0.3	-4	3	5	-1	1	-1	11	-2	0	CN(C)CCCN(C(=O)c1ccc2c(c1)CCCC2)c1nc2ccc(F)cc2s1
1.1	-2	1	-1	2	-5	-2	-1	-1	1	Cc1ccc(OC(C)C(=O)Nc2ccc3c(c2)n(C)c(=O)n3C)c(C)c1 (configuration not stated)
0.2	-4	9	-10	2	0	2	6	1	7	Cc1c(C(=O)N2CCCCC2)sc(NC(=O)C(C)C)c1C#N
0.3	-5	4	6	-2	1	-2	-6	3	5	COC(=O)c1ccc(CNC(=O)c2ccc(OC)c(S(=O)(=O)NC3CC3)c2)cc1
0.8	1	-1	-3	3	-8	-6	10	-5	-7	COc1ccc2nc(NC(=O)C3CSC4(C)CCC(=O)N34)sc2c1 (configuration not stated)
0.5	4	-28	-2	1	-38	-3	-10	3	3	Cc1ccc(C2=NN3C(=O)c4ccccc4C3C2)cc1 (configuration not stated)
0.5	4	-17	3	-6	-28	-11	-5	4	2	Cc1ccc(CNC(=O)c2ccc(OCC(C)C)cc2)n1C
-0.4	-3	7	1	-1	1	-1	11	-1	-1	CN(C)C(=O)CSc1nc2ccccc2n1CC(=O)N1CCN(c2ccccc2)CC1
2.2	16*	-32	4	1	-47	-66	3	-2	3	COc1cc(OC)c(OC)cc1/C=N/NC(=O)CCc1c(C)n[nH]c1C
0.3	4	-1	3	-1	-3	-1	3	5	-11	O=C(CN1CCN(Cc2ccccc2)CC1)Nc1cccc(Cl)c1Cl
-0.1	-2	1	-2	4	0	-1	5	3	3	C=CCNC(=S)Nc1ccc(Cl)cc1F
0.7	-2	-2	-8	0	-4	4	16	3	0	CCCOc1cccc(-c2cc(C(=O)NN)c3ccccc3n2)c1
0.0	-2	4	-5	1	-2	0	4	-4	4	C=CCn1c(CSCc2ccc(Cl)cc2)nnc1SCC(=O)NCc1ccccc1
-0.3	4	-1	-4	1	-2	-2	-15	-1	-1	O=C(CSc1nc2ccsc2c(=O)n1Cc1ccc(C(=O)O)cc1)NCC1CCCO1 (configuration not stated)
-0.3	3	-3	-1	0	-2	2	5	0	10	C/C(CC(=O)Nc1ccc2c(c1)OCO2)=N\NC(=O)C(c1ccccc1)c1ccccc1
-0.3	-5	3	-6	-2	-3	-9	3	-2	-15	CCCCN1C(=O)C(=O)N(CC(=O)Nc2cc(Cl)ccc2OC)C1=O

Sorted by length of the SMILES (high to low): part of the list above.
KLK7 zymogen act	DDE Tn6 FP inh	PLC-gamma1 inh	DDE Tn7 FP inh	UHRF1 binding	PLC-beta3 inh	ADAM17 inh	ARFGAP1 inh	MBD2 DNA inh	ASAP1 inh	compound
-0.4	-3	7	1	-1	1	-1	11	-1	-1	CN(C)C(=O)CSc1nc2ccccc2n1CC(=O)N1CCN(c2ccccc2)CC1
0.5	2	-1	-3	0	0	2	10	-5	-11	CC1CCCC(NC(=O)CCNS(=O)(=O)c2ccc(Br)cc2)C1C (configuration not stated)
0.7	-2	-2	-8	0	-4	4	16	3	0	CCCOc1cccc(-c2cc(C(=O)NN)c3ccccc3n2)c1

Next structures follow:
KLK7 zymogen act	DDE Tn6 FP inh	PLC-gamma1 inh	DDE Tn7 FP inh	UHRF1 binding	PLC-beta3 inh	ADAM17 inh	ARFGAP1 inh	MBD2 DNA inh	ASAP1 inh	compound
-39	2	i	4	-3	i	-64	8	-3	4	O=C(N/N=C/c1ccc(N2CCOCC2)cc1)c1ccccc1OCCOc1ccccc1
0.2	0	2	2	6	-8	-5	8	-5	2	O=C(CC(=O)Nc1nc(C23CC4CC(CC(C4)C2)C3)cs1)NCCO
0.4	0	1	2	2	-7	-2	8	3	0	CC1CCCCC1NC(=O)CN1CCC(NC(=O)c2ccc([N+](=O)[O-])cc2)CC1 (configuration not stated)
0.3	-3	2	-2	2	8	-1	6	0	-9	O=C1CN(C(=O)NCCC(=O)NC2CCCCC2)c2ccccc2N1
-0.5	2	-3	0	1	-4	-5	-3	4	8	O=C(Nc1ccc(Br)cc1)C1CCCC1
0.5	-1	-1	4	-15	-6	-2	2	-20	14	Nc1ccc(NC(=O)NC2CCCCC2)cc1[N+](=O)[O-]
0.3	-3	-17	-4	2	-23	3	-4	-3	2	COc1ccc(N/C=C/C(=O)c2ccccc2)cc1
0.3	-3	2	-2	-2	-1	1	12	3	-7	O=C(CN1CCN(c2ccc(Cl)cc2)CC1)c1ccc2c(c1)OCO2
2.5	4	-27	-13	0	-36	-142	0	-1	-4	Cc1c(C(=O)NCC2CCCO2)oc2ccc3c(c12)C(=O)CC(C)(C)O3 (configuration not stated)
-2.2	-1	-2	-1	-1	-7	-1	0	2	4	CCCn1c2c(c(=N)c3c1CCC3)CCC2
0.3	2	-36	0	-4	-41	-4	-8	-1	-2	COc1cc(C(=O)NNC(=O)c2ccc3ccccc3n2)cc(OC)c1OC
-0.3	1	-3	-1	0	2	-3	4	-4	2	CC(C)(C)C1CCc2[nH]c3ccccc3c(=O)c2C1 (configuration not stated)
0.0	3	0	0	-2	-2	-4	1	-3	-5	CCN1CCCC1CNC(=O)C(=O)Nc1ccc(OC)cc1 (configuration not stated)
0.5	-7	12*	9	1	6	4	-8	-1	0	CCCCCCOc1ccc(/C(N)=N/O)cc1
1.8	1	-14	2	-2	-22	-1	-10	0	-10	Cc1c(N)cc2c(c1N)C(C)(C)CC2(C)C
-0.7	4	1	-3	-2	-3	-4	-2	-4	9	COc1cc(C(=O)N2CCN(Cc3ccc4c(c3)OCO4)CC2)c([N+](=O)[O-])cc1OC
0.3	1	0	6	-1	2	-2	-11	3	-12	COc1cccc(CNC(=O)c2cccc(NC3=NC4CS(=O)(=O)CC4S3)c2)c1 (configuration not stated)
12	-6	-490	-6	2	i	-85	-3	1	8	C[C@@H]1ON(C)[C@H]2C[C@H]3c4[nH]c5cccc(-c6ccccc6)c5c4CCN3C[C@@H]12
0.1	-4	-2	-2	7	-12	-15	5	7	9	Cc1ccnc(N2CCC(C(=O)Nc3ccc4c(c3)OCCO4)CC2)n1
-0.5	4	-4	1	2	-16	-18	-4	5	4	O=C(Nc1nnc(-c2ccncc2)o1)c1ccc2ccccc2c1

Entries of single compounds from above. Order of values: KLK7 zymogen act, DDE Tn6 FP inh, PLC-gamma1 inh, DDE Tn7 FP inh, UHRF1 binding, PLC-beta3 inh, ADAM17 inh, ARFGAP1 inh, MBD2 DNA inh, ASAP1 inh
Record of CC1CCCCC1NC(=O)CN1CCC(NC(=O)c2ccc([N+](=O)[O-])cc2)CC1 (configuration not stated) = 0.4, 0, 1, 2, 2, -7, -2, 8, 3, 0
Record of Cc1ccnc(N2CCC(C(=O)Nc3ccc4c(c3)OCCO4)CC2)n1 = 0.1, -4, -2, -2, 7, -12, -15, 5, 7, 9
Record of COc1cc(C(=O)N2CCN(Cc3ccc4c(c3)OCO4)CC2)c([N+](=O)[O-])cc1OC = -0.7, 4, 1, -3, -2, -3, -4, -2, -4, 9
Record of CCCCCCOc1ccc(/C(N)=N/O)cc1 = 0.5, -7, 12*, 9, 1, 6, 4, -8, -1, 0
Record of O=C(CN1CCN(c2ccc(Cl)cc2)CC1)c1ccc2c(c1)OCO2 = 0.3, -3, 2, -2, -2, -1, 1, 12, 3, -7

(list continues)
KLK7 zymogen act	DDE Tn6 FP inh	PLC-gamma1 inh	DDE Tn7 FP inh	UHRF1 binding	PLC-beta3 inh	ADAM17 inh	ARFGAP1 inh	MBD2 DNA inh	ASAP1 inh	compound
0.4	-2	-1	-11	2	-5	-1	-8	3	13	Cc1cnc(NC(=O)c2c(-c3ccccc3)noc2C)s1
-0.2	-4	4	1	-2	-2	-4	9	7	8	O=C(COc1ccc(-n2cnnn2)cc1)Nc1ccc(F)c(Cl)c1
-0.1	3	-1	1	-1	-10	-11	0	2	-9	CC(=O)CSc1ccc(-c2nc3ccccc3[nH]2)cn1
-0.2	0	4	-3	2	1	5	0	-5	-11	Cc1cc(C)c(C)c(S(=O)(=O)N2CCN(CC(=O)c3c(N)n(Cc4ccccc4)c(=O)n(C)c3=O)CC2)c1C
0.1	7	3	3	-1	-1	0	0	4	-2	CCN(CC)S(=O)(=O)c1ccc(OC)c(NC(=O)C2CC(=O)N(c3ccc(C)cc3)C2)c1 (configuration not stated)
0.3	4	5	2	-1	-1	-1	1	-1	-9	O=C(NNC(=S)Nc1ccccc1Cl)C1CC1
-0.1	-1	4	-4	-3	-2	0	6	-6	2	Cc1ccc(NC2CCCN(C(=O)c3ccc4nccnc4c3)C2)cc1C (configuration not stated)
-0.2	2	0	-4	0	-1	-3	4	-2	-4	C/C(=N\OCC(=O)OCC(=O)NC(=O)c1ccc(OC(F)F)cc1)c1ccc2c(c1)OCO2
-0.1	5	-4	-5	-2	0	-4	11	4	1	O=C(O)C1CCN(S(=O)(=O)c2ccc(N3CCOCC3)c([N+](=O)[O-])c2)CC1
0.6	-3	-4	11	7	-9	-3	-6	-4	-9	COc1ccc(S(=O)(=O)NCC2CCCN(C(=O)c3ccco3)C2)cc1 (configuration not stated)
0.2	11	-2	4	0	-8	2	0	1	0	COc1ccc(NC(=O)c2ccccc2OCc2c(C)noc2C)cc1OC
0.2	6	-6	-11	-2	-11	2	-3	-3	-6	Fc1ccc(/C=N/NC2=Nc3cccc4cccc2c34)cc1

Source: PubChem BioAssay
